High-throughput results as filed in PubChem.
D3 ag: agonists of human D3 dopamine receptor. P35462. D3R DiscoveRx beta-arrestin cells, luminescence, 90 min. max activation, %. hit rate 0.58% among 410,000; in the data active = max activation above about 30%; also: 0% is about no effect; mostly tested at two doses, the higher about 12 µM
Target sequence (P35462 whole entry, looked up): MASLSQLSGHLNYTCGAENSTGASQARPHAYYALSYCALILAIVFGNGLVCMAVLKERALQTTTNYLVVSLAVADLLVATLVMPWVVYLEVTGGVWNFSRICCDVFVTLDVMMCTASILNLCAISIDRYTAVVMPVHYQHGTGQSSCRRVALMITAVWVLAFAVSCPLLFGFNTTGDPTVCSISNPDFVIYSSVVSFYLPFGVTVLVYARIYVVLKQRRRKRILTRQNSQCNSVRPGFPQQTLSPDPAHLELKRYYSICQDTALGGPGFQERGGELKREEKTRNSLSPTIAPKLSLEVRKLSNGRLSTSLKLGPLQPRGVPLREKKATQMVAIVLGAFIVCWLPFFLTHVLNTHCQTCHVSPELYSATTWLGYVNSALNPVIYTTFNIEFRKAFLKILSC
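Agonist-mode cell screen: cells plated at 1500/well and incubated overnight at 37 °C, then exposed to library compounds for 90 min at 37 °C. Detection reagent was added for 30–60 min at room temperature, and luminescence was read.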
GLP-1R inv ag: GLP-1 receptor (human) inverse agonism; P43220; HEK293 GLP-1R CRE-luciferase, luminescence, 24 h; GLP-1R form is constitutively active; Potency, µM (series often up to 38.3 µM), for the others: at the top dose activity change, negative = inhibition, hits mostly inhibitors; hit rate 1.6% among 410,000; AID 624417; also: potency is read from the fitted curve at half-maximal effect; % is scaled to controls: 0 for no effect and ±100 for the full control effect; nearly all actives have a fitted effect of over 55% in size
Target sequence (P43220 whole entry, looked up): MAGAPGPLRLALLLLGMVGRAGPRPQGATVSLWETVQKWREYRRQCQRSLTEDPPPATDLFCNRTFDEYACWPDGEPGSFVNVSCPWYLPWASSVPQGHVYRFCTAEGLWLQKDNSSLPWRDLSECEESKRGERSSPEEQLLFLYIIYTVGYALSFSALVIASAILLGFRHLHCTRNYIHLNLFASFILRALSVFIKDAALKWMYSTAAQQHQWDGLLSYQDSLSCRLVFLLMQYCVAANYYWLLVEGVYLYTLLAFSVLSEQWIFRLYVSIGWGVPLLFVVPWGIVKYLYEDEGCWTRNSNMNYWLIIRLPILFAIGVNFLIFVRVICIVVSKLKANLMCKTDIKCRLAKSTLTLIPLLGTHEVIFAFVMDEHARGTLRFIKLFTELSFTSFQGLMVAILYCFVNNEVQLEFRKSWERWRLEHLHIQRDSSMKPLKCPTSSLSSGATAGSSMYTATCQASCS
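Inverse agonism was detected as reduced cAMP-driven luciferase luminescence after 24 h compound treatment. The cells were HEK293 clones expressing constitutively active human GLP-1R with the reporter. Reporter-only and GPR119 cell lines served as counterscreen controls.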
HEK293 tox: cytotoxic in the GLP-1 receptor inverse agonist counter-screen; HEK293 cAMP-luciferase reporter cells, luminescence, 24 h; Potency, µM (highest dose often 38.3 µM), for the others: at the top dose activity change, negative = inhibition, actives largely listed as inhibitors; hit rate 0.13% among 410,000;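 also: loss of luciferase light is scored as toxicity; potency is read from the fitted curve at half-maximal effect; % is scaled to controls: 0 for no effect and ±100 for the full control effect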
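MLSMR compounds, 24 hr on cells at 37 deg C/5% CO2; luminescence after luciferase reagent (12 min RT). Inhibition counted as the undesired cytotoxic outcome.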
* marks the source's active call; other numbers are inactive results; ? = inconclusive; [ ] = remark or other dose. Unless noted, calls follow the shape of the dose curve; as a rule, active = well fitted curve in the direction sought with a large enough effect; inconclusive = small, poorly fitted or top-dose-only effect, or another doubt; inactive = no such curve, though single readings can be large; an effect the other way counts as inactive or inconclusive. The list is partial; rates above refer to the full screens.

Molecule | D3 ag | GLP-1R inv ag | HEK293 tox
CCOc1ccc(-c2nnc(SCC(=O)NCCc3ccccc3)nc2-c2ccc(OCC)cc2)cc1 | -1 | -4% | -1%
Cc1ccc(-c2cc(NC(=O)c3cccc(C)c3)on2)cc1 | -6 | 3% | -9%
CCC(NC(=O)Nc1cc(Cl)ccc1OC)c1c(-n2cccc2)sc2c1CCN(C)C2 (configuration not stated) | -17 | ? | -7%
COC(=O)c1c(NC(=O)COc2ccc(OC)cc2)sc2c1CCC(C)C2 (configuration not stated) | -13 | ? | -19%
O=S(=O)(Nc1cccc(-c2ccc(N3CCOCC3)nn2)c1)c1ccccc1C(F)(F)F | -23 | -4% | -7%
CCN(CC)c1ccc(NC(=O)CN2C(=O)c3cccnc3Sc3ccccc32)c(C)c1 | -1 | 13% | -9%
COc1cc(OC)c(NS(=O)(=O)c2ccc3c(c2)CCCN3C(C)=O)cc1Cl | 0 | -18% | 7%
CC(C)Cc1nn2c(=O)cc(COC(=O)c3ccccc3NC(=O)c3ccccc3)nc2s1 | -12 | 0% | -10%
COc1ccc(-c2cn3nc(N4CCC(C(=O)Nc5cccc(Cl)c5)CC4)sc3n2)cc1 | -15 | -6% | -3%
Fc1ccc(Nc2nc(-c3cccc(Cl)c3)c3c(n2)-c2ccccc2OC3)cc1 | -6 | 16% | 13%
NS(=O)(=O)c1ccc(CCNC(=O)c2ccc3nc(CCc4ccccc4)oc3c2)cc1 | 6 | 13% | 1%
CCOC(=O)c1cnc2cc(-c3ccc(Cl)cc3)nn2c1-c1ccccc1 | 4 | -1% | -1%
CC(CNC(=O)c1cc2ccccn2n1)c1ccccc1 (configuration not stated) | -7 | 0% | -2%
CCOc1cc(CNC(=O)CSc2n[nH]c(-c3ccccc3)n2)cc(OCC)c1OCC | 6 | -28% | 3%
CN(C)CCCN(C(=O)c1cccs1)c1nc2ccc(F)cc2s1 | -19 | -7% | ?
Cc1ccc(C(=O)c2oc3ccccc3c2NC(=O)c2cc(=O)c3cc(C)ccc3o2)cc1 | -16 | 8% | 3%
COc1ccc(-c2cnc(C)o2)cc1S(=O)(=O)Nc1ccc(C)c(F)c1 | -3 | ? | -18%
O=c1oc2ccccc2cc1-c1cn2cc(Cc3ccccc3F)sc2n1 | 1 | -25% | -7%
CCOc1ccc(CNC(=O)Cn2nc(N3CCN(c4ccccc4)CC3)ccc2=O)cc1 | 2 | 2% | -16%
CCn1c(=O)c2sccc2n2c(CCC(=O)NCc3ccc(Cl)cc3)nnc12 | -18 | 11% | -4%
Cc1ccccc1N1CC(c2nc3ccccc3n2CCC2CCCCC2)CC1=O (configuration not stated) | -2 | ? | -20%
COc1cccc(NC(=O)Cc2csc(COc3cccc(C)c3)n2)c1 | 7 | ? | -1%
CCOc1ccc(-n2nc3ccc(NC(=O)c4ccc(-c5cccc(Cl)c5)o4)cc3n2)cc1 | -5 | 0% | 1%
COc1ccc(N(C(=O)c2cc(OC)c(OC)c(OC)c2)S(=O)(=O)c2ccc(C)cc2)cc1 | -15 | ? | 0%
Cc1nn(CCCC(=O)NCc2ccccc2Br)c(=O)c2c1sc1ccccc12 | 6 | 2% | -4%
COc1ccc(CCNC(=O)c2cnc3ccc(C)cn3c2=O)cc1OC | 1 | 33%[activator] | 1%
Cc1ccc(CN2C(=O)N(c3ccccc3)C(=O)C2CC(=O)Nc2ccccc2)cc1 (configuration not stated) | 2 | ? | -10%
COc1ccc(OC)c(NC(=O)CSc2n[nH]c(-c3ccccc3Cl)n2)c1 | -4 | 2% | -17%
COc1ccc(Cl)cc1NC(=O)CSc1cn(CC(=O)N2CCCC2)c2ccccc12 | -16 | ? | -5%
CCc1ccc(NC(=O)C(CC)n2c(=O)c(C(F)(F)F)nc3ccccc32)cc1 (configuration not stated) | 7 | 7% | 0%

Laid out differently: 4 of the compounds above.
CCOC(=O)c1cnc2cc(-c3ccc(Cl)cc3)nn2c1-c1ccccc1
  D3 ag = 4
  GLP-1R inv ag = -1%
  HEK293 tox = -1%
CC(CNC(=O)c1cc2ccccn2n1)c1ccccc1 (configuration not stated)
  D3 ag = -7
  GLP-1R inv ag = 0%
  HEK293 tox = -2%
CCOc1cc(CNC(=O)CSc2n[nH]c(-c3ccccc3)n2)cc(OCC)c1OCC
  D3 ag = 6
  GLP-1R inv ag = -28%
  HEK293 tox = 3%
CN(C)CCCN(C(=O)c1cccs1)c1nc2ccc(F)cc2s1
  D3 ag = -19
  GLP-1R inv ag = -7%
  HEK293 tox = ?

4 entries already listed, ordered by count of non-hydrogen atoms, largest number first.
Molecule | D3 ag | GLP-1R inv ag | HEK293 tox
CCOc1ccc(CNC(=O)Cn2nc(N3CCN(c4ccccc4)CC3)ccc2=O)cc1 | 2 | 2% | -16%
CCc1ccc(NC(=O)C(CC)n2c(=O)c(C(F)(F)F)nc3ccccc32)cc1 (configuration not stated) | 7 | 7% | 0%
COC(=O)c1c(NC(=O)COc2ccc(OC)cc2)sc2c1CCC(C)C2 (configuration not stated) | -13 | ? | -19%
COc1cccc(NC(=O)Cc2csc(COc3cccc(C)c3)n2)c1 | 7 | ? | -1%

Later entries
Molecule | D3 ag | GLP-1R inv ag | HEK293 tox
Cc1ccc(-n2nc3c(N4CCC(C(=O)NCCC(C)C)CC4)nnc(C)c3c2C)cc1 | -7 | -10% | 4%
CCc1ccc(OCC(=O)Nc2c(C(=O)c3ccccc3)oc3ccccc23)cc1 | -17 | 1% | 1%
CCCCCOc1ccccc1Cn1c(=O)oc2ccc(C)cc21 | 4 | ? | 17%
Cc1ccccc1-c1ncnn1-c1sc2c(c1C#N)CCCCC2 | 2 | 7% | -6%
CCC(=O)N1CCc2cc(S(=O)(=O)NCCC(=O)Nc3ccc(C)cc3C)ccc21 | 0 | 2% | -6%
COc1ccc(OC)c(NC(=O)COCc2cc(-c3ccc(F)cc3)on2)c1 | 5 | -21% | -4%
Cc1ccc(-n2ncc(C(=O)NCc3ccccc3C)c2-n2cccc2)cc1 | -10 | -20% | 1%
COc1c(C)cc(NS(=O)(=O)c2ccc3c(c2)OCCO3)cc1C | 9 | ? | 0%
O=C(c1ccc2c(c1)N(Cc1cccc(Cl)c1)C(=O)c1ccccc1S2(=O)=O)N1CCC(Cc2ccccc2)CC1 | 4 | 4% | 9%
Cc1ccc(-c2c3c(=O)n(C)c(=O)n(C)c3c3cnc4ccccc4n23)cc1 | -4 | -6% | 0%
COc1ccc(CCNC(=O)c2nn(C)c3c2CSc2ccccc2-3)cc1OC | 26 | -17% | -2%
O=C(Cn1nc(-c2ccc(Cl)cc2)c2ccccc2c1=O)Nc1cccc(Br)c1 | 5 | 3% | 9%
Cc1ccc(C)c(CN2C(=O)CSc3ccc(C(=O)NCc4ccccc4)cc32)c1 | 0 | 14% | 0%
COc1cccc(COC(=O)c2ccc(-c3nnn(Cc4cccc(OC)c4)n3)cc2)c1 | 0 | 7% | 1%
COCCNc1nc2c(S(=O)(=O)c3ccc(C)c(C)c3)nnn2c2ccc(Cl)cc12 | 2 | 12% | 5%
CC(=O)c1ccc(NC(=O)c2c3c(nc4ccccc24)C(=O)N(C2CCCCC2)C3)cc1 | -12 | -21% | 2%
Cc1cccn2c(=O)c3cc(C#N)c(=O)n(-c4nnc(SCc5ccccc5F)s4)c3nc12 | 6 | -2% | 21%
COc1ccc(NC(=O)CSc2nnc3c(C)cc4ccccc4n23)cc1 | 14 | 5% | 2%
Cc1ccc2nc(N3CCN(C(=O)C4COc5ccccc5O4)CC3)sc2c1 (configuration not stated) | 4 | ? | 2%
Cc1ccc(NC(=O)Nc2nnc(N(CC(C)C)CC(C)C)s2)cc1Cl | -6 | -3% | -5%
CCCCNC(=O)c1ccc2c(c1)NC(=O)C(CS(=O)(=O)Cc1cccc(C)c1)N2 (configuration not stated) | -1 | 8% | -3%
CCc1ccc(NC(=O)Nc2ccccc2OCc2cc(=O)n3ccccc3n2)cc1 | -10 | -3% | -7%
CC(C)(C)c1ccc(C(=O)NCC(c2cccs2)S(=O)(=O)c2ccc(F)cc2)cc1 (configuration not stated) | 1 | 4.5µM* | -2%
COc1ccc2c(c1)Cc1sc(NC(=O)c3cccc(Br)c3)nc1-2 | 2 | 4% | -6%
CCC1CCCCN1C(=O)c1nn(-c2ccc(C)cc2)c(=O)c2c1c1ccccc1n2C (configuration not stated) | -12 | 1% | 0%
COc1ccc(NC(=O)Cn2c(=O)oc3cc(S(=O)(=O)NC4CCCC4)ccc32)cc1OC | 2 | 11% | -8%
CCN(c1ncnc2c1cnn2-c1cc(Cl)ccc1C)C1CCCCC1 | -15 | 6% | -10%
COc1ccc(CCNC(=O)Cn2c(=O)nc(-c3ccccc3)c3ccccc32)cc1OC | 4 | 6% | -1%
CCc1ccccc1NC(=O)N1CCOc2ccccc21 | -15 | 15% | -2%
COc1ccc(NC(=O)Cn2c(-c3ccc(F)cc3)cc(C(C)=O)c2C)c(OC)c1 | 2 | 13% | -6%
O=C(Nc1ccc2nc(SCC(=O)N3CCCc4ccccc43)sc2c1)c1ccccc1 | -8 | ? | -7%
O=C1c2oc3ccccc3c(=O)c2C(c2ccc(Br)cc2)N1c1ccccn1 (configuration not stated) | 9 | 2% | 8%
O=C(C1CCC1)N1CCCc2cc(S(=O)(=O)Nc3ccc(F)cc3)ccc21 | -6 | ? | 8%
CCOC(=O)c1[nH]c(C)c(CCC(=O)Nc2cc(Cl)ccc2C)c1C | -11 | -2% | 8%
COc1ccc(-c2cn3c(n2)sc2cc(C(=O)NCc4cccc(F)c4)ccc23)cc1 | 6 | 28% | 0%
O=C(CCn1c(=O)c2cccn2c2cccnc21)NCc1ccc(Cl)cc1 | 5 | 11% | 9%
CCOc1cc(CNCCSc2nnnn2-c2ccccc2)ccc1OC | -12 | 78%[activator] | 13%
Cc1oc2ccc(O)c(CN3CCN(C)CC3)c2c1C(=O)Nc1cccc(Cl)c1C | -13 | 4% | 19%
Cc1ccc(CNC(=O)c2cc(C3CC3)nc3c2c(C)nn3-c2cccc(Cl)c2C)cc1 | -1 | -11% | 2%
Cc1ccc(S(=O)(=O)c2nnn3c2nc(NC2CCCCC2)c2sccc23)cc1C | 23 | 14% | 2%
COc1cccc(NC(=O)CCNC(=O)Cn2cnc3ccccc3c2=O)c1 | -12 | -5% | -1%
COc1cccc(NC(=O)Cn2cc(C(=O)c3ccco3)c3ccccc32)c1 | 11 | ? | -22%
CCOC(=O)C1=C(CN(CC)Cc2ccccc2)NC(=O)NC1c1ccc(OC)cc1 (configuration not stated) | -12 | ? | -7%
O=C(Nc1nc2c(F)cc(F)cc2s1)c1ccc2c(c1)OCCO2 | 11 | 24% | 1%
Cc1cccc(N(Cc2cc3ccccc3[nH]c2=O)C(=O)c2cccc(Cl)c2)c1 | 2 | ? | -4%
CCc1cccc(NS(=O)(=O)c2cc(-c3cnc(C)o3)ccc2OC)c1 | 8 | -13% | -17%
Cc1ccc2nc(CSc3nnc(NC(=O)c4cccc(Br)c4)s3)cc(=O)n2c1 | 2 | 8% | -7%
COc1ccc(NC(=O)c2cc3cc(C)ccc3n2C)cc1 | 4 | 7% | -5%
CCCCCN1C(C(=O)c2ccccc2)=C(NC(C)=O)c2ccccc2S1(=O)=O | -27 | -19% | 0%
Cc1cc(C)c2c(NC(=O)c3ccccc3Cl)c(C(=O)Nc3ccc(C)c(C)c3)sc2n1 | 6 | 3% | 5%
Cn1nc(-c2ccccc2F)c2cc(C(=O)N3CCN(c4ccc(F)cc4)CC3)sc21 | 15 | ? | -3%
COCCNC(=O)CCCn1c(SCC(=O)Nc2cccc(C)c2)nc2c(sc3ccccc32)c1=O | -9 | -1% | 0%
COc1ccc(C2C(=O)N(C3CCCCCC3)CC(=O)N2Cc2ccc(C)cc2)cc1 (configuration not stated) | -20 | 5% | -13%
CC(C)c1ccc(C(=O)Nc2ccc(-c3nc4ccccc4s3)c(Cl)c2)cc1 | 27 | -4% | -1%
COc1ccc(NC(=O)CCn2c(=O)c3cccn3c3cccnc32)cc1Cl | -2 | 1% | -21%
O=c1n(Cc2ccc(F)cc2)c2ccccc2c2nc(-c3ccccc3)nn12 | 5 | 11% | 7%
Cc1ccc(C)c(NC(=O)CN2C(=O)CCc3cc(S(=O)(=O)N4CCCCC4)ccc32)c1 | -4 | -14% | 2%
